From PubChem
E coli Lon inh: E. coli protease La inhibition; P0A9M0; purified E. coli Lon protease, fluorescence polarization; inhibition, % at 7.94 µM; 0.42% of 360,000 active; AID 602123; in the data active means inhibition above about 13%, passing the limit was not always enough;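 further: 0% = enzyme with probe and DMSO and 100% = no enzyme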
Target sequence (P0A9M0 whole entry, looked up): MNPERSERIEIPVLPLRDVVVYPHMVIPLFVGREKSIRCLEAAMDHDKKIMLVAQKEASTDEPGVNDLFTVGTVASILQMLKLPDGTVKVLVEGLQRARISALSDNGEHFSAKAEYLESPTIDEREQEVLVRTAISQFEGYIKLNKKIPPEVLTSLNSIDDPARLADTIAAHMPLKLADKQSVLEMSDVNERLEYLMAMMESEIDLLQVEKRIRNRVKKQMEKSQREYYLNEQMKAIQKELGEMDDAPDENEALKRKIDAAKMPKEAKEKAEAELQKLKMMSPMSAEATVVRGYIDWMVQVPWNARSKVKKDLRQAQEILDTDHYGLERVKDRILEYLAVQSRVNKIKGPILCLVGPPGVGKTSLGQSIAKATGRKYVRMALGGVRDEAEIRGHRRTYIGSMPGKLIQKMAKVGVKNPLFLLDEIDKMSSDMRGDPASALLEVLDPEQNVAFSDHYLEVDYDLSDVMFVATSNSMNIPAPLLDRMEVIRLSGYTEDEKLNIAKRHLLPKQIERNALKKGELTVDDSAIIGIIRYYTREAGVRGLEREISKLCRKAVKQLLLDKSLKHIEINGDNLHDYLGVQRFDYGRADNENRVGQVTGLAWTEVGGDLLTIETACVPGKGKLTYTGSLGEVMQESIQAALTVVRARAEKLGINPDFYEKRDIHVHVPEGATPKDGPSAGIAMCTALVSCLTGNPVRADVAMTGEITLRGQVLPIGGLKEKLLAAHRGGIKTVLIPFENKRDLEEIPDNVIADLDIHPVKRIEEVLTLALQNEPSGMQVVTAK
Tb MetRS inh: blocks T. brucei methionyl-tRNA synthetase activity; purified T. brucei MetRS, ATP depletion, Kinase-Glo luminescence; inhibition, % at 11.9 µM; 0.4% of 360,000 active; AID 624268;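 active means inhibition above a per-plate cutoff of the control wells' mean inhibition plus 3 SD, cut at about 5.5% in these data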;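 further: 0% = DMSO wells median and 100% = median of wells with control inhibitor compound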
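Test system – parasite MetRS enzyme · Reagent – substrates ATP, L-methionine and bulk Escherichia coli tRNA · Doses – 11.9 µM compound single dose, 0.9% DMSO · Times – 15 min enzyme-compound preincubation, 2 h reaction, 10 min detection, 25 °C · Signal – Kinase-Glo luminescence, ATP depletion format · Controls – DMSO-only wells as low control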
MsrA inhibitor: inhibitors of bovine MsrA; purified bovine MsrA, absorbance read-out; inhibition, % at 15.5 µM; 0.75% of 360,000 active; AID 651718; in the data active means inhibition above about 4.5%;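 further: 0% = vehicle wells with enzyme and 100% = reference inhibitor wells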
CendR NRP1 mod: NRP-1/CendR interaction modulation; 0.85% of 360,000 active; inhibition, % at 25 µM; O14786; AID 602438; FAM-RPARPAR peptide binding to NRP-1, fluorescence polarization;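 active means inhibition or corrected inhibition above about 18%, plus a signal ratio from 0.5 to 1.5, limit read from the data, passing the limit was not always enough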; further: strong numbers were not always called active
SKN-1 block: C. elegans SKN-1 inhibition; inhibition, % at 21.8 µM; 0.49% of 360,000 active; AID 624304; C. elegans VP596 Pgst-4::GFP/RFP ratio, acrylamide-induced, 24 h;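 active means interference check ratio from 0.5 to 1.5 plus GFP to RFP signal ratio inhibition reaching or exceeding a fixed threshold, cut at about 30% in these data, passing the limit was not always enough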; further: some compounds called inactive have numbers as strong as hits
MsrA act: activators of bovine methionine sulfoxide reductase A | 0.3% of 360,000 active | purified bovine MsrA, absorbance read-out | activation, % at 10.6 µM; in the data active means activation above about 7.5%;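 further: 0% = vehicle and 100% = reference activator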
MT1-MMP act inh: blocks activation of human MT1-MMP. 0.061% of 360,000 active. HT1080 RFP-PRO-GFP cells, GFP/RFP ratio fluorescence, overnight; percent of plate control window, DMSO zero. GFP/RFP ratio change, % at 20 µM. P50281;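 active means GFP/RFP ratio change of at least 30% with cell ATP level not reduced by more than half and red fluorescence within 50% of control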; further: strong numbers were not always called active
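Material – HT1080 RFP-PRO-GFP cells · Control set – DMSO wells and RFP-L50D-GFP cells · Incubation – overnight cell settling, then overnight compound exposure, 37 °C, 5% CO2 · Compound dosing – single-point 20 µM compound, 1% DMSO · Read-out – GFP/RFP fluorescence ratio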
MLLE-PAM2 inh: inhibitors of microRNA-mediated deadenylation, human PABP1 MLLE binding. P11940. GST-MLLE / FITC-PAM2 fluorescence polarization. inhibition, % at 20 µM. 0.36% of 360,000 active. AID 588489; in the data active means inhibition above about 35%, passing the limit was not always enough;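 further: plate controls were DMSO wells with GST-MLLE for no effect and wells lacking GST-MLLE protein for full effect; some results filed as inactive read as strong as hits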
FAS-TE inh: FAS thioesterase (human) inhibition | 0.67% of 360,000 active | recombinant FAS-TE, OMFH fluorogenic substrate, fluorescence endpoint | AID 602261 | P49327 | inhibition, % at 15 µM;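 active means compounds whose normalised, plate-corrected inhibition of enzyme fluorescence in the single-dose primary screen is 50% or more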;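 further: 0% = DMSO with enzyme and 100% = substrate without enzyme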
Starred values were filed as active, the others as inactive; nt = no result given; & = joins results of further samples.

cpd	SMILES	E coli Lon inh	Tb MetRS inh	MsrA inhibitor	CendR NRP1 mod	SKN-1 block	MsrA act	MT1-MMP act inh	MLLE-PAM2 inh	FAS-TE inh
1	Cc1ccccc1C(=O)Nc1ccc2c(c1)CCCN2C(=O)c1cccs1	6	0.0	0.4	11	8	-3	-2	10	5
2	O=C(N/N=C/c1ccco1)c1cccc([N+](=O)[O-])c1	-5	-1.7	3.0	9	-6	-16	5	3	-8
3	CCCc1nnc(NC(=O)CCC(=O)Nc2ccc(Br)cc2)s1	3	-0.8	-0.2	2	-2	-7	-1	9	-4
4	COc1cccc(NC(=O)CCN2CCN(c3ccccc3F)CC2)c1	-5	-0.4	-0.2	5	-2	-3	0	-11	-4
5	Cc1ccc(NC(=O)CCC(=O)OC(C(=O)c2ccc(C)c(C)c2)c2ccccc2)c(C)c1 (stereo not given)	0	-0.3	-0.2	11	15	-1	-1	3	7
6	CC(C)c1nnc(NC(=O)COc2ccc3c(c2)OCO3)s1	0	-0.3	0.1	-5	-3	-1	2	9	-5
7	CC1(C)CC(=O)C=C(c2ccc(Cl)c(C(F)(F)F)c2)C1	0	-0.3	-1.0	1	-15	-5	1	9	15
8	COc1cc(O)c(C(CC(=O)N2CCCCC2)c2cc(OC)c(OC)c(OC)c2)c(OC)c1 (stereo not given)	-7	-0.3	1.1	-6	16	-1	1	-13	-10
9	Cc1cccc(NC(=O)CN(C)S(=O)(=O)c2ccc(-c3ccc(=O)[nH]n3)s2)c1C	-3	0.2	-0.2	-4	19	-3	-1	21	-4
10	Nc1cccnc1Oc1ccc(F)cc1F	-3	-0.5	-0.7	-8	-5	-3	0	-21	-2
11	C[C@@H]1CCCCO[C@H](CN(C)C(=O)Nc2cccc3ccccc23)[C@@H](C)CN([C@H](C)CO)C(=O)c2cc(N(C)C)ccc2O1	-8	-0.3	0.1	2	-1	0	-1	-7	1
12	CC1=C(C(=O)Nc2cccc(C(=O)NC3CCCCC3C)c2)SCCO1 (stereo not given)	-2	0.3	-0.3	7	1	-1	1	3	-3
13	CCOC(=O)C1(Cc2ccccc2)CCCCCC1=O (stereo not given)	-12	0.3	0.8	2	13	-1	-4	2	1
14	CC(=NNC(=O)c1ccncc1)c1ccccc1Cl	10	0.3	0.5	18	13	-1	-1	13	-2
15	[O-]/C(=C(\C(=S)Nc1cccc2ccccc12)[n+]1ccccc1)c1ccc(Cl)s1	6	-0.2	2.4	-12	4	-3	-8	3	8
16	Cn1cccc1Cc1nnc(SCC(=O)N2CCCC2)n1CCc1ccccc1	-3	-0.3	-1.3	14	-7	-4	-1	-29	-2
17	CCC(CO)Nc1ccn2nc(-c3cc(OC)c(OC)c(OC)c3)cc2n1 (stereo not given)	-7	-0.3	1.9	7	1	-4	10	-7	-7
18	CC(C)Cc1cc(C(=O)N2CCN(c3ccc(F)cc3)CC2)no1	-6	-0.1	-0.9	7	14	0	4	-1	4
19	Cc1nc(SCC(=O)NC2CCCC2)[nH]c(=O)c1Cc1ccccc1	-6	-0.3	-0.5	18	-1	-2	6	-6	-1
20	Cc1ccc2c(c1)c1c(n2CC(O)Cn2c(C)nc3ccccc32)CCCC1 (stereo not given)	0	-0.7	-0.8	4	5	-7	3	3	0
21	Cc1noc(C)c1NC(=O)N1CCN(Cc2ccccc2)CC1	6	-0.5	-0.4	6	-6	-5	1	-13	-9
22	C=CCNC(=O)C(=O)N/N=C/c1ccco1	-11	-1.2	0.8	-1	-1	-3	1	8	-10
23	Cn1cc(/C=C(\C#N)C(=O)Nc2ccccc2O)c2ccccc21	-20	-0.2	nt	-46	8	-2	-27	-17	10
24	COc1cc(OC)cc(C(=O)N[C@H](C(=O)Nc2nc(-c3cc(OC)ccc3OC)cs2)C(C)C)c1	1	0.1	0.2	-3	11	-5	-53	-9	28
25	COC(=O)CSc1nc2ccccc2o1	-7	-0.5	0.4	-1	7	-3	3	12	-7
26	Cc1ccc(Nc2nnc(SCC(=O)c3cc4ccccc4o3)s2)cc1C	-6	-0.1	0.4	-19	-9	5	-1	2	-3
27	O=C(Nc1ccon1)c1ccc(F)c(S(=O)(=O)N2CCCCC2)c1	2	-0.4	-0.2	19	-6	-2	3	13	0
28	CCCN1C2CCCC1CC(NC(=O)Nc1ccc(C(C)C)cc1)C2 (stereo not given)	-3	-1.8	-1.0	9	-9	-3	0	-3	-6
29	Cc1ccc(N2CN=C(c3ccccc3)NC2=S)cc1	-3	-0.4	-0.6	6	4	-2	-5	-85	-1
30	CCCCCCCCSc1nnc2[nH]c(=O)cc(N)n12	0	0.5	-0.7	0	11	0	6	4	-2
31	COc1ccc(NC(=O)CSCc2cc(=O)n3c(C)csc3n2)cc1	-4	-0.4	1.7	-9	4	-1	2	8	-2
32	CC(=O)NCCc1cc2ccc(C)cc2[nH]c1=O	-7	-0.1	1.6	-4	-14	-8	0	-1	-9
33	CN(C)S(=O)(=O)c1cccc(NC(=O)c2ccc(S(=O)(=O)N3CCCC3)cc2)c1	-7	-0.1	0.1	5	-7	-4	4	-1	19
34	COc1ccc(N(C(=O)C(C)C)S(=O)(=O)c2cccc([N+](=O)[O-])c2)cc1	-3	0.1	1.6	-3	1	0	1	7	19
35	Cc1ccc(C(=O)NS(=O)(=O)c2ccc(C)cc2)cc1	12	0.0	-1.5	-6	3	1	-3	-1	-4
36	CC(C)(C)NC(=O)CSc1nnc(-c2ccncc2)n1Cc1ccccc1	-6	-0.4	0.3	12	2	-6	6	-2	-6
37	CN(C(=O)CSc1nnc(-c2ccccc2)c(-c2ccccc2)n1)C1CCS(=O)(=O)C1 (stereo not given)	9	0.6	1.7	-4	0	-3	1	2	-9
38	COc1ccc(C(C)(C)C)cc1NC(=O)COC(=O)c1ncc(Cl)c(Cl)c1Cl	5	1.0	-0.6	2	-4	-3	0	-1	11
39	Cc1c(NS(=O)(=O)c2ccc(C(=O)NCc3ccc(F)cc3)cc2)c(=O)n(-c2ccccc2)n1C	-3	-0.3	-0.5	0	10	-2	0	-4	-3
40	COc1cc([N+](=O)[O-])ccc1NC(=S)N1CCN(c2ccccn2)CC1	-5	-0.9	0.5	32*	12	-12	1	-47	-46
41	CCOc1cc(/C=C2\C(=O)ON=C2c2ccccc2)cc(Br)c1O	-12	-0.9	4.3	-69	-2	-8	-27	-139	-4
42	CC(C)CC(NC(N)=O)C(=O)OCC(=O)NC(=O)NC1CCCC1 (stereo not given)	-9	-1.7	-0.3	6	-31	-5	5	0	-3
43	CCc1ccc(NC(=O)C(C)OC(=O)c2cccc(S(=O)(=O)N3CCc4ccccc4C3)c2)cc1 (stereo not given)	-3	-0.8	1.3	-11	-18	-3	0	-18	52*
44	N#Cc1cnn(-c2ccccc2)c1N	-12	0.4	0.5	-2	8	1	10	-1	-8
45	C[C@@H]1CN([C@@H](C)CO)C(=O)CCCn2nncc2CO[C@@H]1CN(C)C(=O)Nc1ccc(C(C)(C)C)cc1	2	-0.6	0.6	-1	-8	-4	-1	-4	-5
46	CCOc1ccc(C(=O)CCC(=O)N(CC)CC(=O)Nc2c(F)cccc2F)cc1	-15	-0.3	1.2	-20	8	-5	-6	-15	-6
47	CCOC(=O)C1(CCCc2ccccc2)CCN(C(=O)c2ccoc2)CC1	-10	-0.4	2.1	-7	-4	-2	1	-4	8
48	CS(=O)(=O)c1sc(C(=O)NC(=S)Nc2ccc(OC(F)(F)F)cc2)c2c1C=CCC2	nt	nt	0.5	7	2	nt	-1	21	26
49	CC(=O)c1csc(COc2ccc(Cl)cc2)n1	3	-0.3	-0.7	-5	7	-3	0	1	0
50	O=S(=O)(Nc1nc2ccccc2s1)c1ccc(Cl)s1	-4	1.9	-0.5	-16	-8	-1	-3	-3	-4
51	COCCNC(=O)CSCc1nc(-c2ccc(SC)cc2)oc1C	-8	-0.5	1.5	7	10	-2	1	20	-1
52	CCOC(=O)[C@H](CCc1ccccc1)N[C@@H](C)C(=O)N1CCC[C@H]1C(=O)O	-2&-1	-1.7&-0.6	-0.2	1&-14	-8&10	-8&-10	14&1	-17&-24	0&-1
53	O=C(Nc1cccc(C(F)(F)F)c1)c1cccnc1	-6	-1.1	nt	-5	-12	-10	0	8	-8
54	CCCOC(=O)c1ccc(NC(=O)c2c(Cl)ccc(Cl)c2OC)cc1	0	-0.5	0.6	12	11	-2	-5	13	29
55	CCCCn1nnnc1C(c1ccccc1)N1CCN(c2ncccc2C(F)(F)F)CC1 (stereo not given)	2	-1.0	0.0	-3	-2	-3	-5	nt	20
56	COc1cc(C(=O)Nc2ccc3c(c2)OCCO3)ccc1OC(F)F	1	-1.8	0.5	0	-4	-12	0	-1	7
57	CC1=NN(C(=O)COc2ccccc2)C(O)(c2cccnc2)C1 (stereo not given)	-4	-0.5	1.4	15	-4	-3	-2	8	-2
58	Cc1ccnc(NS(=O)(=O)c2ccc(N)cc2)n1	3	-0.1	-0.8	1	22	0	-1	-2	1
59	Cc1cc(C)c(C(=O)/C=C/c2ccco2)c(=O)[nH]1	2	0.1	3.9	-24	5	-3	-1	17	-3
60	OCCn1c(Cl)nc2ccccc21	-5	-0.1	-0.4	-7	-15	-3	0	5	-5

Next part
cpd	SMILES	E coli Lon inh	Tb MetRS inh	MsrA inhibitor	CendR NRP1 mod	SKN-1 block	MsrA act	MT1-MMP act inh	MLLE-PAM2 inh	FAS-TE inh
61	CC(C)CN(CC(C)C)C(=O)C12CCC(C)(C(=O)C1)C2(C)C (stereo not given)	5	-0.4	-0.1	1	16	-1	5	-1	0
62	COCCNC(=O)c1cn(C)c2ccc(S(=O)(=O)N3CCCCC3)cc2c1=O	-5	-0.2	-0.5	3	7	2	-14	1	-5
63	C/C(Cn1nc([N+](=O)[O-])cc1C)=N\NC(=O)c1ccc(O)cc1O	-5	-0.7	2.6	-11	-18	-6	5	4	-3
64	CC(=O)c1ccccc1NC(=O)COC(=O)C1CCCN1S(=O)(=O)c1ccccc1F (stereo not given)	-11	-0.2	-0.6	-11	2	-3	2	3	8
65	COC(=O)c1ccc(-c2nc(CN3CCCN(C(=O)c4ccco4)CC3)c(C)o2)cc1	2	-0.3	0.4	-15	5	-2	-3	-4	-4
66	O=C(COc1cccc(Cl)c1)Nc1nc(-c2ccc(S(=O)(=O)N3CCOCC3)cc2)cs1	-11	0.1	-0.3	-11	7	-3	-4	4	66*
67	Cc1cccc(N2C(=O)N3[C@H](c4ccc(Br)cc4)[C@@H]4C(=O)N(C(C)(C)C)C(=O)[C@@H]4[C@]3(C)C2=O)c1	4	-0.3	-0.1	-28	-15	-1	1	13	13
68	Cc1ccc(N=C/C(C(=O)C(F)(F)F)=C(\O)c2cccs2)cc1	3	-0.4	0.3	1	-9	-1	3	16	21
69	O=C(Nc1ccon1)c1csc2ccccc12	9	0.3	0.1	-3	9	-4	-7	0	-2
70	CC1c2ccccc2SC(CCCN(C)C)c2ccccc21 (stereo not given)	-2	-0.2	0.2	-1	2	-2	-8	12	3
71	CC(=O)Nc1ccc(NC(=O)CSc2nc(=O)n(Cc3cccnc3)c3c2CCC3)cc1	-5	-0.1	1.6	3	2	0	-1	3	-8
72	CCn1c(C)c(C)c2cc(C(=O)NCCN3CCOCC3)ccc21	-5	0.1	0.3	-1	3	-2	9	-10	-1
73	COc1cc(/C=C/C(=O)Nc2nnc(CC(C)C)s2)cc(OC)c1OC	-7	0.0	0.6	-18	5	-2	-14	-2	-13

Compounds were not picked by outcome; overall some 4% were active at least once.
